High-throughput results as filed in PubChem.
MT1-MMP act inh: MT1-MMP (human) activation inhibition. AID 651647. P50281. 360,000 compounds, 0.061% hits. GFP/RFP ratio change, % at 20 µM. HT1080 RFP-PRO-GFP cells, GFP/RFP ratio fluorescence, overnight; percent of plate control window, DMSO zero;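 active = GFP/RFP ratio change of at least 30% with cell ATP level not reduced by more than half and red fluorescence within 50% of control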; note: strong numbers were not always called active
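Assay system: HT1080 RFP-PRO-GFP cells. Benchmarks: DMSO vehicle wells and RFP-L50D-GFP reporter cell wells. Times: overnight cell settling, then overnight compound exposure, 37 °C, 5% CO2. Compound: 20 µM single dose, 1% DMSO. Read-out basis: GFP/RFP fluorescence ratio.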
TbMetRS inhib: blocks T. brucei methionyl-tRNA synthetase activity | inhibition, % at 11.9 µM | 360,000 compounds, 0.4% hits | AID 624268 | purified T. brucei MetRS, ATP depletion, Kinase-Glo luminescence;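 active = inhibition above a per-plate cutoff of the control wells' mean inhibition plus 3 SD, cut at about 5.5% in these data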;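 note: 0% = DMSO wells median and 100% = median of wells with control inhibitor compound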
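assay system = parasite MetRS enzyme | timing = 15 min preincubation, 2 h reaction, all 25 °C | evaluation = percent inhibition relative to median high and low control wells | medium = HEPES buffer containing pyrophosphatase, BSA, spermine, DTT | compound = single dose, 11.9 µM final nominal, 0.9% final DMSO | detection = Kinase-Glo luminescence, ATP depletion format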
SKN-1 block: blocks SKN-1 activity in C. elegans; 360,000 compounds, 0.49% hits; inhibition, % at 21.8 µM; C. elegans VP596 Pgst-4::GFP/RFP ratio, acrylamide-induced, 24 h; AID 624304;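 active = interference check ratio from 0.5 to 1.5 plus GFP to RFP signal ratio inhibition reaching or exceeding a fixed threshold, cut at about 30% in these data, passing the limit was not always enough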; note: some compounds called inactive have numbers as strong as hits
E coli Lon inh: inhibits E. coli Lon protease; P0A9M0; purified E. coli Lon protease, fluorescence polarization; inhibition, % at 7.94 µM; 360,000 compounds, 0.42% hits; AID 602123; in the data active = inhibition above about 13%, passing the limit was not always enough;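 note: 0% = enzyme with probe and DMSO and 100% = no enzyme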
CendR NRP1 mod: alters CendR peptide binding to human NRP-1 | O14786 | FAM-RPARPAR peptide binding to NRP-1, fluorescence polarization | inhibition, % at 25 µM | 360,000 compounds, 0.85% hits;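 active = inhibition or corrected inhibition above about 18%, plus a signal ratio from 0.5 to 1.5, limit read from the data, passing the limit was not always enough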; note: strong numbers were not always called active
MsrA act: activators of bovine methionine sulfoxide reductase A; purified bovine MsrA, absorbance read-out; activation, % at 10.6 µM; 360,000 compounds, 0.3% hits; AID 602163; in the data active = activation above about 7.5%;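 note: 0% = vehicle and 100% = reference activator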
FAS TE block: blocks the thioesterase domain of human fatty acid synthase; recombinant FAS-TE, OMFH fluorogenic substrate, fluorescence endpoint; 360,000 compounds, 0.67% hits; P49327; inhibition, % at 15 µM;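 active = compounds whose normalised, plate-corrected inhibition of enzyme fluorescence in the single-dose primary screen is 50% or more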;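 note: 0% = DMSO with enzyme and 100% = substrate without enzyme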
Target sequence (P49327 whole entry, looked up, the tested form may be a part): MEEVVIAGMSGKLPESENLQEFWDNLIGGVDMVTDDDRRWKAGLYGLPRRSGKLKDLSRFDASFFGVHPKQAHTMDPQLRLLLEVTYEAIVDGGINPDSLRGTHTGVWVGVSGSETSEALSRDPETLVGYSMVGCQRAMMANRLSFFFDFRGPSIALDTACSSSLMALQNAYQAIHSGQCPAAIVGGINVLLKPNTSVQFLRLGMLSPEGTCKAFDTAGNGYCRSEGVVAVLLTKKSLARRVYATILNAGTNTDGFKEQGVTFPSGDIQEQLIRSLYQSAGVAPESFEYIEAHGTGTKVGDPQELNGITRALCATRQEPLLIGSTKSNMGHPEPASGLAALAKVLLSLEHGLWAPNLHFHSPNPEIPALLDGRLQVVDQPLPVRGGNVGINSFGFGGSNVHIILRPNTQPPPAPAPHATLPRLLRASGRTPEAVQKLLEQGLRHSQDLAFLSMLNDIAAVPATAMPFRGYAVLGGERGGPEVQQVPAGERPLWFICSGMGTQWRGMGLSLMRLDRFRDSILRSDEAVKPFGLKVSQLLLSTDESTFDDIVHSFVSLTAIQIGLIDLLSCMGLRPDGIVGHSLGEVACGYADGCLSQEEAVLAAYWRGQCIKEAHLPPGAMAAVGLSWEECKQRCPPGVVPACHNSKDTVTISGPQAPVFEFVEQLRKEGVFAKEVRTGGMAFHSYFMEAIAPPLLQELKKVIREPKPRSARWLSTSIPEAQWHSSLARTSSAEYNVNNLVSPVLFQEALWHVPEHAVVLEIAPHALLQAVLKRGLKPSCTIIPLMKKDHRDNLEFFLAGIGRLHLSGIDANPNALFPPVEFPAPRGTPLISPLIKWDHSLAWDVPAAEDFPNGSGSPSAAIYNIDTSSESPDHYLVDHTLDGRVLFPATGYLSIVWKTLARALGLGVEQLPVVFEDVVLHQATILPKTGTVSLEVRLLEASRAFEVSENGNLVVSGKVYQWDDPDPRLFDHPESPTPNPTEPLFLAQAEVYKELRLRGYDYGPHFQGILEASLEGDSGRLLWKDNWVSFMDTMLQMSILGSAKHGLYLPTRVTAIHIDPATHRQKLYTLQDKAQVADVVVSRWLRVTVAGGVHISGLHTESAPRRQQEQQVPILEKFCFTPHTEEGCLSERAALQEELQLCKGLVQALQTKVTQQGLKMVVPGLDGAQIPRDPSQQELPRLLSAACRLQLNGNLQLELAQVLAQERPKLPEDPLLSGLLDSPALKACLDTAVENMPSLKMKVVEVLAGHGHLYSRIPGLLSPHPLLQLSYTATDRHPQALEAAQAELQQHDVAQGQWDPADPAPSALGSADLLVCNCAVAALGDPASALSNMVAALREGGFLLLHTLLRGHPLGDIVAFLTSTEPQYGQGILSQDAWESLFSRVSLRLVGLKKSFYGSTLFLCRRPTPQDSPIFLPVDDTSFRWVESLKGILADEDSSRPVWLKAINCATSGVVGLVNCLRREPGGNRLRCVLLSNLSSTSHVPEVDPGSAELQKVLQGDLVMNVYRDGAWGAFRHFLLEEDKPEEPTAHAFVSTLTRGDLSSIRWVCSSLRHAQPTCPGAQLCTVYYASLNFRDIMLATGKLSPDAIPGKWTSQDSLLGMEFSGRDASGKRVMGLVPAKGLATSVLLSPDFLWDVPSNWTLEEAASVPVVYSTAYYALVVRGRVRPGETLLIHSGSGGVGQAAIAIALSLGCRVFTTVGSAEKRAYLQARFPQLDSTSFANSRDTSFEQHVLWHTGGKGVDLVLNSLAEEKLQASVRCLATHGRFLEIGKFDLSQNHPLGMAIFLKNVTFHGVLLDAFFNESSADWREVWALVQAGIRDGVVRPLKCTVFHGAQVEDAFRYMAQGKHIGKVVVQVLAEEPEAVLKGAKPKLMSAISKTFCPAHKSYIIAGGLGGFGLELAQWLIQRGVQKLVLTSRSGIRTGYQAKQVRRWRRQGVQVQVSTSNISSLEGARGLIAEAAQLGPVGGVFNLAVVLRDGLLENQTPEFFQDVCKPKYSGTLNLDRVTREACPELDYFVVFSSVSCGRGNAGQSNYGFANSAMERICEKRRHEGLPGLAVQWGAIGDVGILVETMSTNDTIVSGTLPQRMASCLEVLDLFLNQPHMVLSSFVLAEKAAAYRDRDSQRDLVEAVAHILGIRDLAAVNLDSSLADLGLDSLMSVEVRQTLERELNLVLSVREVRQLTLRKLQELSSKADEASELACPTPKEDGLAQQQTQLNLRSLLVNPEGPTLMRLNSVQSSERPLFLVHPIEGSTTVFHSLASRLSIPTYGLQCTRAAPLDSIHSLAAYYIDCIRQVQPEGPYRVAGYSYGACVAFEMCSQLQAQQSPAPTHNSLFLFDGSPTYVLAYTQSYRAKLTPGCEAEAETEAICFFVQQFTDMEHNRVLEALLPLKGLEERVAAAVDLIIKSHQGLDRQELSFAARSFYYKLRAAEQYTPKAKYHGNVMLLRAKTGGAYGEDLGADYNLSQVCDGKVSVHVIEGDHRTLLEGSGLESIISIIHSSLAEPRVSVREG
MsrA inh: inhibits bovine methionine sulfoxide reductase A | purified bovine MsrA, absorbance read-out | inhibition, % at 15.5 µM | 360,000 compounds, 0.75% hits; in the data active = inhibition above about 4.5%;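 note: 0% = vehicle wells with enzyme and 100% = reference inhibitor wells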
MLLE-PAM2 inh: inhibitors of microRNA-mediated deadenylation, human PABP1 MLLE binding; P11940; GST-MLLE / FITC-PAM2 fluorescence polarization; inhibition, % at 20 µM; 360,000 compounds, 0.36% hits; in the data active = inhibition above about 35%, passing the limit was not always enough;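 note: plate controls were DMSO wells with GST-MLLE for no effect and wells lacking GST-MLLE protein for full effect; some results filed as inactive read as strong as hits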
An asterisk follows results filed as active; / = not tested or not shown.

mol	MT1-MMP act inh	TbMetRS inhib	SKN-1 block	E coli Lon inh	CendR NRP1 mod	MsrA act	FAS TE block	MsrA inh	MLLE-PAM2 inh
C=C(C)CNC(=S)N/N=C\c1ccc2c(c1)OCO2	6	-0.6	-3	-12	-7	-9	-3	4.0	12
C[C@@H]1CN([C@H](C)CO)C(=O)c2cc(Br)cnc2O[C@H]1CN(C)Cc1ccccc1	3	0.5	5	-8	8	-3	-8	-0.1	-5
O=C(CCc1ccccc1)Nc1cccc(S(=O)(=O)N2CCOCC2)c1	-1	0.4	0	-8	-2	-2	1	0.5	-5
CN1CCN(S(=O)(=O)c2cccc(C(=O)NCc3ccccc3Cl)c2)CC1	3	-0.8	-16	-9	6	-10	2	0.5	14
Cc1ccc(S(=O)(=O)N2CCN(C(=O)COC(=O)COc3cccc4c3OC(C)(C)C4)CC2)cc1	2	-0.5	19	-18	0	-1	6	1.8	-35
COc1ccc(CNC(=O)COc2ccc(S(=O)(=O)N3CCCCC3)cc2Cl)cc1	-7	-0.4	5	5	-7	-2	24	-0.9	-3
CCOC(=O)c1c[nH]c(=S)n(-c2ccccc2)c1=O	2	-0.1	3	-5	2	-5	-8	3.4	30
Cc1ccc2cc3c(NC(=O)c4cccnc4)nn(C)c3nc2c1	6	-0.2	40*	-4	4	4	-2	2.1	-11
O=C(COc1cccc(C(F)(F)F)c1)N1CCN(c2ccc(O)cc2)CC1	-1	0.5	12	4	7	-3	5	0.8	0
COc1ccccc1NC(=O)C1CCN(S(=O)(=O)c2ccc3c(c2)CC(C)N3C(C)=O)CC1 (stereo not given)	3	-0.9	2	-8	6	-1	0	0.9	-5
Cc1ccc(CN(C#N)c2nc(C)cc(C)n2)cc1	9	-0.1	-2	1	-9	4	0	-1.2	-4
Cn1c(-c2cccc([N+](=O)[O-])c2)cnc1NCc1cccc(F)c1	3	-0.7	-4	17	9	-2	7	0.6	-7
CN(CC(=O)Nc1ccccc1Cl)C(=O)c1ccc(-c2cccc(C(F)(F)F)c2)o1	-1	-0.6	11	1	2	1	21	1.2	11
C/C(=N\Nc1ncnc2sc(C)c(C)c12)c1ccccn1	-76	-0.9	11	-25	-15	-3	5	0.4	-8
O=C(NCCn1cccn1)C1CCC(=O)N(CCc2ccc(Cl)cc2)C1 (stereo not given)	-1	-0.1	10	2	6	-1	-5	0.4	2
O=C(Cc1ccccc1)N1CCC(c2ccccc2)C1 (stereo not given)	-1	3.5	-7	4	-2	-4	-2	-0.1	-4
O=C(COC(=O)c1cc(=O)[nH]c(=O)[nH]1)NCc1ccccc1	-4	0.0	4	-6	-2	3	-8	0.5	6
CN(C)CCCNC1=CC(=O)OC12CCCCC2	4	0.1	12	-2	15	0	-5	-1.0	-7
O=C(CN(C(=O)CNC(=O)c1cccs1)c1ccc(F)cc1)NC1CCCCC1	1	-0.6	18	10	2	-2	0	1.8	-2
CCOC(=O)[C@]12CCC=C1N(Cc1ccco1)C(=O)[C@H](CC(=O)N1CCCC1)C2	-1	-0.4	13	-4	-14	-2	-8	-0.4	/
Cc1ccn2c(NC3CCCCC3)c(C(C)C)nc2c1	-4	0.5	7	6	8	0	-4	0.1	19
CC12CCC(c3c(C(=O)N4CCOCC4)nn(-c4ccccc4)c31)C2(C)C (stereo not given)	1	-0.7	6	-3	4	-4	0	-0.4	5
CCc1ccc(-n2c(SCc3cc(=O)n4cc(Br)ccc4n3)nc3[nH]ncc3c2=O)cc1	-4	-1.6	-4	7	2	-13	-25	0.2	-4
CNC(=S)N(CCc1c(C)[nH]c2ccc(Cl)cc12)Cc1cc(OC)c(OC)c(OC)c1	1	0.4	6	-7	3	-3	13	-1.3	-127
NNC(=O)c1cc2cc(OC(F)(F)F)ccc2[nH]1	2	-0.1	5	9	16	-8	0	0.0	7
O=c1nccc(Nc2ccccc2)[nH]1	3	-0.4	13	0	11	-2	-4	0.4	14
Nn1c(SCC(=O)Nc2nccs2)nnc1C1CC1	0	0.6	-1	4	-3	-4	2	-0.9	30
Cn1c(CC(=O)Nc2ccc(Cl)c(Cl)c2)n[nH]c1=S	1	1.6	-3	-12	-2	-9	1	-0.7	-31
COc1ccc(C(C)(O)c2nc(-c3ccc4c(c3)OCO4)cs2)cc1 (stereo not given)	2	-0.1	0	-5	-6	1	11	-0.3	1
O=C(O)c1ccc(-n2cncn2)c([N+](=O)[O-])c1	0	0.8	-3	-8	11	-2	-4	0.1	20
C[C@H]1CN([C@@H](C)CO)C(=O)CCCn2nncc2CO[C@@H]1CN(C)Cc1ccc(Cl)c(Cl)c1	0	-1.0	20	-2	-12	-2	-5	-1.1	15
CCCCNC(=O)c1onc(CSc2ccccc2)c1C(=O)O	3	-0.1	7	-11	-2	-2	-8	-1.4	0
N#CC1=C(SCC(=O)c2ccc(Br)cc2)NC2=C(C(=O)CCC2)C1c1ccco1 (stereo not given)	-16	-0.6	15	5	-7	-4	14	3.3	-32
Cc1ccc(S(=O)(=O)Nc2ccc(N3CCN(C)CC3)nc2)cc1	-6	-0.2	8	7	-11	-2	-1	-0.1	9
NC(Cc1ccc(Cl)cc1)c1csc(NC(=O)NCC2CCCCC2)n1 (stereo not given)	-1	0.3	5	-3	1	0	0	-0.8	-17
CCn1nc(C(=O)Nc2ccc(S(=O)(=O)Nc3ncccn3)cc2)c2ccccc2c1=O	1	-0.7	-11	-6	7	0	-6	-0.7	-12
O=C(CSC1=NS(=O)(=O)c2cc(Cl)ccc2N1)NCc1ccc(F)cc1	4	0.2	6	-1	8	-2	-3	-1.1	7
O=C(NCCN1CCOCC1)c1ccc(CS(=O)(=O)Cc2ccccc2F)o1	-4	-0.6	2	-11	18	-1	-4	1.0	0
CC(/C=N/NC(=O)c1sc(N)nc1C)=C\c1ccccc1	5	0.2	13	-4	11	-4	-2	6.7*	2
CCN(CC)CCCNC(=O)CNC(=S)N(CCCN1CCOCC1)Cc1cccs1	0	-0.1	8	-3	-3	0	-6	-1.0	-5
CCOC(=O)Cn1nnnc1CN(Cc1ccccc1)Cc1cc2cc(CC)ccc2[nH]c1=O	-6	-0.4	10	1	-2	1	18	-0.9	6
Cc1ccc(Nc2nc3ccccc3n3cnnc23)c(Cl)c1	-2	-1.1	22	-16	-10	-1	-6	0.2	-5
CCn1nc(NC(=O)Cc2ccc(OC)cc2)c2cc3cc(C)ccc3nc21	1	-0.4	4	7	-14	-3	-4	0.7	-1
CC(C)c1ccc(O)c(C(=O)c2cnn(-c3ccccc3)c2)c1	3	-1.1	-1	3	-9	-5	36	1.0	10
Cc1ccc(OCC(=O)Nc2ccc(S(=O)(=O)N3CCOCC3)cc2)c([N+](=O)[O-])n1	1	-0.2	3	10	-12	-1	8	2.4	-10
Cc1ccccc1-n1ccnc1SCC(=O)NCC1CCCO1 (stereo not given)	-1	0.2	5	0	3	-1	-5	-0.6	-7
CC1=NN(c2nc(-c3ccccc3)cs2)C(=O)C1N=Nc1ccccc1 (stereo not given)	6	-0.4	1	-3	0	-3	27	-1.8	9
Cc1ccc(-c2noc(CCC(=O)NCCN3CCN(Cc4ccccc4)CC3)n2)cc1	/	-2.7	5	-9	5	-11	-5	0.1	14
COCCn1ccc2c(OCC(=O)Nc3cccc(NC(C)=O)c3)cccc2c1=O	5	-0.4	1	-4	-1	-6	-4	0.7	0
CC(C)OCCCNC(=S)NNC(=O)C(c1ccccc1)c1ccccc1	0	-0.2	9	0	7	-1	-4	0.8	-46
COC(=O)c1[nH]c2ccc(C)cc2c1NC(=O)CN1CCc2cc(OC)c(OC)cc2C1	1	0.7	4	-6	-9	0	0	-0.2	-54
Nc1cc(OC(=O)c2cccs2)nn1S(=O)(=O)c1ccccc1	7	0.3	2	5	-10	-3	14	-1.7	1
Cc1cc(-c2csc(NC(=O)c3cccc(S(=O)(=O)N(C)C)c3)n2)c(C)n1-c1ccccc1	-17	-0.1	3	-42	-63	-5	6	0.7	-44
CCOc1ccccc1-c1nc2c([nH]1)c(=O)n(C)c(=O)n2C	1	-1.0	8	-2	9	-4	-2	0.9	-5
CC(C)(C)N=C1SCC(C)(/C=N/O)S1 (stereo not given)	-4	-0.9	13	0	-8	2	-6	-0.8	32
O=C(Cn1cnc2c(NCc3ccccc3)ncnc21)NCCN1CCOCC1	2	1.1	-10	-6	-5	-9	-12	1.5	0
COc1ccccc1Nc1nc(-c2c(C)[nH]c3ccccc23)cs1	63	0.2	11	-16	-2	1	15	1.0	-3
CCSc1nnc(NC(=O)CSc2nc(CC)nc3c2c(=O)n(C)c(=O)n3C)s1	0	-0.2	2	-2	7	0	-8	0.9	-5
CCOC(=O)c1ccc(NC(=O)C2CC(O)CN2S(=O)(=O)c2ccc(C)cc2)cc1 (stereo not given)	1	-0.2	-11	-4	-2	-2	-3	0.6	0
COc1ccc(N2CCN(CNC(=O)c3ccccc3)CC2)cc1	1	-0.5	3	-3	6	-1	-6	-0.8	6

(continued)
mol	MT1-MMP act inh	TbMetRS inhib	SKN-1 block	E coli Lon inh	CendR NRP1 mod	MsrA act	FAS TE block	MsrA inh	MLLE-PAM2 inh
COc1ccc(NC(=S)N(CCN2CCOCC2)C2CCN(C(C)=O)CC2)cc1Cl	-2	-1.1	12	7	9	-6	-7	-0.5	-1
CN(C(=O)c1ccc2c(c1)OCO2)C1(C(=O)NC2CCCCC2)CCCCC1	3	-0.7	12	-1	4	-8	-1	0.5	-4
O=C(CSc1ccccc1)Nc1ccc(S(=O)(=O)Nc2ncccn2)cc1	2	-0.3	-6	-4	3	-2	-4	0.5	10
CC1(C)CCC[C@]2(C)[C@H]3CC(=O)O[C@]3(C)CC[C@@H]12	2	0.3	6	-2	-1	-1	8	0.7	-4
COc1ccc(NC(=O)NC23CC4CC(CC(C4)C2)C3)cc1OC	3	-0.1	-11	-9	10	-1	-2	-0.2	-11
CC1CN(C(=O)CCC(=O)NCc2ccc(F)cc2)c2ccccc2S1 (stereo not given)	-9	-0.2	12	1	-9	0	-2	1.7	-15
CN1CCN(S(=O)(=O)c2ccc(N(C)Cc3ccc(OC(F)F)cc3)c([N+](=O)[O-])c2)CC1	6	-0.5	2	14	1	-4	7	0.2	-1
Cc1cc(C)c2nc(C)cc(Nc3ccc(C(=O)N4CCOCC4)cc3)c2c1	0	-0.4	9	7	-1	-6	-2	2.3	-5
COc1ccc(NC(=O)CN2C(=O)COc3ccc(S(=O)(=O)N4CCCCC4)cc32)cc1OC	0	0.4	18	6	-8	-1	-2	0.3	13

Two entries from above, reformatted:
Each structure is followed by: MT1-MMP act inh	TbMetRS inhib	SKN-1 block	E coli Lon inh	CendR NRP1 mod	MsrA act	FAS TE block	MsrA inh	MLLE-PAM2 inh
CC1CN(C(=O)CCC(=O)NCc2ccc(F)cc2)c2ccccc2S1 (stereo not given)
 : -9	-0.2	12	1	-9	0	-2	1.7	-15
CN1CCN(S(=O)(=O)c2ccc(N(C)Cc3ccc(OC(F)F)cc3)c([N+](=O)[O-])c2)CC1
 : 6	-0.5	2	14	1	-4	7	0.2	-1
